Assay outcomes from PubChem BioAssay.
PLK1 PBD inh = inhibitors of human PLK1 polo-box domain binding. P53350. Potency, µM, inactives show max response, negative = inhibition, most hits filed as inhibitors. 2.8% of 360,000 active. Plk1 PBD binding of FITC phosphopeptide, fluorescence polarization; note: potency is the fitted concentration of half-maximal effect; series mostly up to about 57 µM; % is set by controls: 0 for no effect and ±100 for the full control effect; nearly all actives have a fitted effect of over 65% in size
Target sequence (P53350 whole entry, looked up, the tested form may be a part): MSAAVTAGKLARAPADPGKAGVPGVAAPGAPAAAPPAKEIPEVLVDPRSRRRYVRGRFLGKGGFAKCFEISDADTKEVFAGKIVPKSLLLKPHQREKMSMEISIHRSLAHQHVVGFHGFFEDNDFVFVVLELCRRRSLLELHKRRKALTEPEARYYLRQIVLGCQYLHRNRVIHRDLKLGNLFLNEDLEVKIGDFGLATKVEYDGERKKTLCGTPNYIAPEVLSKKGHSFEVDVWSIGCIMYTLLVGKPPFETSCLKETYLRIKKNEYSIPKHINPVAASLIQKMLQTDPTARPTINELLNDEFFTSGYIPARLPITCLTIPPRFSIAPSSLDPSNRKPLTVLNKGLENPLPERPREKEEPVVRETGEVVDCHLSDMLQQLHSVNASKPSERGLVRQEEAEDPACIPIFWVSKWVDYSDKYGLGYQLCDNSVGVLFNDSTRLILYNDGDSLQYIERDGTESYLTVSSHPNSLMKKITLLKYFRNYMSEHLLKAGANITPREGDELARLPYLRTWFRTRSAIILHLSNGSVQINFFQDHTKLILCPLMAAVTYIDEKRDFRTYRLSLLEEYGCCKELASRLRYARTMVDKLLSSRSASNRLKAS
EPAC1 antagonist = blocks human EPAC1 exchange factor | O95398 | EPAC1 GEF assay, Rap1b-BODIPY-GDP exchange fluorescence | Potency, µM (highest dose often 115 µM), without a hit: at the top dose activity change, negative = inhibition, actives largely listed as inhibitors | 0.14% of 360,000 active | AID 720709;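 note: potency is the fitted concentration of half-maximal effect; plate controls were vehicle for no effect and positive control for full effect; nearly all actives have a fitted effect of over 50% in size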
WRN helicase inh = inhibitors of human WRN helicase | Q14191 | WRN helicase unwinding, fluorescent forked duplex, kinetic | Potency, µM (series often up to 114 µM), for the others: top-dose activity change, negative = inhibition, most hits filed as inhibitors | 0.46% of 360,000 active | AID 651768; note: potency is the fitted concentration of half-maximal effect; % is set by controls: 0 for no effect and ±100 for the full control effect; nearly all actives have a fitted effect of over 55% in size
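WRN at 20 nM final was preincubated with compound for 15 min at room temperature; reaction started with 100 nM forked duplex oligonucleotide carrying fluorophore and quencher plus 2 mM ATP (final). Unwinding followed kinetically by red fluorescence (ex 525/em 598 nm).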
IL2 activator = activates IL-2 in a cell-based reporter assay | IL-2 activation reporter assay, cell-based qHTS; stimulated with anti-CD3/CD4/CD28 beads; in transgenic mouse T cells | activation, % (series mostly up to about 46 µM) | 0.065% of 360,000 active | AID 652025; in the data active = activation above about 50%; inconclusive = mostly about 30% to 49%; note: 0% is about no effect
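Readout: EGFP and DsRed signals by fluorescent plate cytometry. Unstimulated transgenic mouse T cells received compound 60 min before antibody-bead stimulation, then incubated 18 h at 37 degrees C.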
Abeta yeast res = restores growth of yeast expressing A-beta42 peptide; yeast expressing A-beta42, growth rescue, OD600, 48 h; response scale: 0% DMSO, 100% iron-clioquinol control; Potency, µM (titrated, usually from 46.1 µM), without a hit: top-dose growth rescue, most hits filed as activators; 0.063% of 410,000 active; AID 1347071; note: potency is the fitted concentration of half-maximal effect; nearly all actives have a fitted effect of over 55% in size
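Growth rescue measured by 600 nm absorbance after 48 h yeast culture at 30 C with compound. Values normalized between DMSO and an equimolar ferric chloride plus clioquinol control.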
PI5P4K alpha inh = inhibitors of human PI5P4K alpha | PI5P4Kalpha enzyme, ADP-Glo luminescence, 60 min; active compounds read low | max response, % | 1.2% of 330,000 active; active = max response of -50% or lower; inconclusive = between -30% and -50%; inactive = -30% or higher; note: value at the top dose of about 77 µM; % is set by controls: 0 for no effect and ±100 for the full control effect
Target sequence (P48426 whole entry, looked up): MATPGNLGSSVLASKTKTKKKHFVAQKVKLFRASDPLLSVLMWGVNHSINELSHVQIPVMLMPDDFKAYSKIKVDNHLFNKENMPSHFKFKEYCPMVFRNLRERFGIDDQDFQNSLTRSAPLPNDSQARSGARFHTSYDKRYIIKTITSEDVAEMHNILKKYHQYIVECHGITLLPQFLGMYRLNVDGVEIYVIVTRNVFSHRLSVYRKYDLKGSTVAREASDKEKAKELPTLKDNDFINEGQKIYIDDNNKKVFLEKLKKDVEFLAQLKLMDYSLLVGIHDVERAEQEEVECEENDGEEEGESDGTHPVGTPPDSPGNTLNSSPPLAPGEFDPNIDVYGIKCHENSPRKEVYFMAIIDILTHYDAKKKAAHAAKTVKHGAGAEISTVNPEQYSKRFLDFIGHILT
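ADP-Glo luminescence end-point after a 60 min room-temperature kinase reaction. PI5P4Kalpha and substrate in HEPES pH 7.4 buffer with EGTA, 0.1% CHAPS and 5% DMSO; ATP at 5 microM final.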
FUS suppressor = rescues growth of FUS-expressing yeast | S. cerevisiae FUS-expressing, growth rescue, OD600, 24 h | AID 1347120 | 0.24% of 390,000 active | Potency, µM (highest dose often 76.6 µM), without a hit: at the top dose growth rescue (activation), actives largely listed as activators;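 note: potency is the fitted concentration of half-maximal effect; plate controls were DMSO vehicle for no effect and reference control for full effect; nearly all actives have a fitted effect of over 55% in size; some results filed as inactive show a strong effect at the top dose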
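S. cerevisiae expressing FUS from galactose induction served as the toxicity model. Growth after 24hr at 30C, read as absorbance at 600 nm, indicates suppression of toxicity; compounds dosed at several concentrations.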
EPAC1 ag = EPAC1 (human) agonism; Potency, µM (doses to about 154 µM), inactives show at the top dose activation, usual class: activators; O95398; EPAC1 agonist qHTS, biochemical assay; response scale: 100% = response to 6.5 mM cAMP; 0.073% of 360,000 active; note: potency is the fitted concentration of half-maximal effect; nearly all actives have a fitted effect of over 60% in size
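Nucleotide exchange assay: 100 nM EPAC1 with 250 nM Rap1B loaded with BODIPY-GDP and 50 uM GDP, room temperature. Fluorescence (480/540 nm) read every 5 min for 30 min; signal change normalized to 6.5 mM cAMP as full agonist.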
An asterisk follows results filed as active; ? = inconclusive; · = not tested or not shown; [ ] = dose if it differs, or a comment. Unless noted, calls come from the whole dose curve; as a rule, active = well fitted curve in the direction sought with a large enough effect; inconclusive = small, poorly fitted or top-dose-only effect, or another doubt; inactive = no such curve, though single readings can be large; an effect the other way counts as inactive or inconclusive.

SMILES	PLK1 PBD inh	EPAC1 antagonist	WRN helicase inh	IL2 activator	Abeta yeast res	PI5P4K alpha inh	FUS suppressor	EPAC1 ag
Cc1cc(NCCO)nc(-n2nc(C)cc2C)n1	0%	4%	-7%	-5.0	-1%[9.22 µM]	-3	-55%	-1%
CCOC(=O)/C(C(N)=NC)=C(\O)c1ccccc1	-3%	-5%	-1%	0.3	-1%	-5	-14%	-5%
Cc1cnc(NC(=O)CSc2nc3ccccc3s2)s1	-11%	-2%	-3%	-2.7	17%	2	14%	-1%
CC1CCCC(NC(=O)COC(=O)c2ccccc2Sc2ccccc2C#N)C1C (stereo unspecified)	-14%	2%	-4%	-4.5	-10%	2	·	2%
COc1ccc(OCCN2CCC(C(=O)NC(c3ccc(Cl)cc3)c3cnccn3)CC2)cc1 (stereo unspecified)	-12%	-3%	11%	0.1	-10%	2	-7%	3%
COc1ccc(C(CC(=O)c2ccccc2)C2CCCCC2=O)cc1 (stereo unspecified)	1%	-3%	-30%[57.1 µM]	0.9	14%	10	14%	13%
Cc1ccc(NC(=O)CN2CCC(NC(=O)C3CCCCC3)CC2)c(Br)c1	-4%	-7%	2%	-1.3	-4%	1	12%	-4%
CC(=O)Nc1ccc(N(CC(=O)NCC2CCCO2)C(=O)CCC(=O)Nc2cc(C)on2)cc1 (stereo unspecified)	-4%	5%	5%	1.0	-16%	4	18%	-3%
CCOC(=O)c1c(NC(=O)CSc2nnc(CNc3ccc(OC)cc3)n2C)sc(C)c1C	?	-6%	-1%	-1.8	-18%	-5	?	5%
O=C(O)C1CCCCN1S(=O)(=O)c1ccc2ccccc2c1 (stereo unspecified)	3%	-1%	-2%	1.6	18%	-3	0%	-1%
CC1=C(C(=O)Nc2ccccc2C(=O)NC2CCCCC2C)SCCO1 (stereo unspecified)	-9%	10%	7%	-2.2	-13%	2	18%	-3%
O=C(Nc1ccc(Cc2ccncc2)cc1)c1cc(F)c(F)cc1Cl	-12%	-10%	1%	-1.7	13%	0	5%	7%
Cc1cccc(NC(=O)NNC(=O)CCc2ccccc2)c1	-3%	3%	-7%	-1.0	-6%	-1	6%	18%
COc1cccc(-c2cnc(C(O)c3cccc(CN4CCCCC4)c3)[nH]2)c1 (stereo unspecified)	4%	8%	3%	2.9	6%	4	-10%	-6%
O=C(Nc1ccc(S(=O)(=O)Nc2cnc3ccccc3n2)cc1)c1ccc(F)cc1	-14%	-5%	-5%	-2.2	-1%	-2	0%	1%
c1ccc(-n2c(-c3ccncc3)nnc2N2CCOCC2)cc1	-4%	16%	6%	-2.5	14%	·	11%	-7%
CN(Cc1ccc(C(F)(F)F)cc1)C(=O)[C@H]1O[C@@H](n2ccc(=O)[nH]c2=O)[C@H](O)[C@@H]1O	-7%	-13%	6%	1.3	-12%	2	-21%	18%
COc1ccc(N2C(=O)[C@@H]3Cc4ccccc4CN3C2=O)cc1	-20%	-25%	-11%	1.0	6%	2	2%	-1%
COc1cccc(CNC(=S)Nc2ccc3c(c2)c(=O)n(C)n3C)c1	-16%	-11%	1%	-0.4	-6%	-4	-7%	-8%
CC(=O)N/C(=N/c1nc(C)cc(C)n1)Nc1ccc(C)cc1C	5%	-4%	-1%	-2.6	-4%	0	12%	-10%
O=C(NNC(=O)c1ccccc1[N+](=O)[O-])c1cccs1	4%	5%	8%	1.3	4%	-1	-41%	-4%
COc1ccccc1C(=O)N1CCCC1(C#N)c1ccccc1 (stereo unspecified)	-1%	0%	-8%	2.0	-8%	3	-2%	3%
CN(C)[C@@H]1C(=O)C(C(N)=O)=C(O)[C@@]2(O)C(=O)C3=C(O)c4c(O)ccc(Cl)c4[C@@H](O)[C@H]3C[C@@H]12	-17%	-7%	-3%[11.6 µM]	-0.4	11%	-12	16%	-3%
CCC1N=C(SC)NC(C)=C1C(=O)c1ccccc1 (stereo unspecified)	-14%	7%	-3%	-0.3	-26%	-14	-10%	-8%
O=C(COC(=O)COc1ccc(Br)cc1)NC1CCS(=O)(=O)C1 (stereo unspecified)	-3%	6%	-2%	0.8	0%	2	10%	-15%

Overlap with the part before: 2 compounds; new compounds follow.
SMILES	PLK1 PBD inh	EPAC1 antagonist	WRN helicase inh	IL2 activator	Abeta yeast res	PI5P4K alpha inh	FUS suppressor	EPAC1 ag
CCC1N=C(SC)NC(C)=C1C(=O)c1ccccc1 (stereo unspecified)	-14%	7%	-3%	-0.3	-26%	-14	-10%	-8%
O=C(COC(=O)COc1ccc(Br)cc1)NC1CCS(=O)(=O)C1 (stereo unspecified)	-3%	6%	-2%	0.8	0%	2	10%	-15%
CCN(CC)C(=O)c1cccc(-c2csc(C(C)(NC(C)=O)c3ccc(OC)cc3)n2)c1 (stereo unspecified)	0%	3%	0%	0.0	-11%	-5	20%	16%
CCN1CCN(CCOc2ccc(Br)cc2C)CC1	-2%	-4%	16%	0.2	-5%	0	-32%	-2%
CC1=C(C(=O)N2CCCCCC2)CC(CC(=O)NCc2cccs2)C(=O)N1CCC1=CCCCC1 (stereo unspecified)	-4%	-1%	5%	-0.2	-5%	-5	28%	-9%
CCCCN(CC)CCNC(=O)CN(C)S(=O)(=O)c1ccc2c(c1)c(=O)n(C)c(=O)n2C	-2%	-18%	-8%	0.3	?	-2	·	13%
CCOc1ccc2nc(SC(C)C(N)=O)[nH]c2c1 (stereo unspecified)	-6%	10%	-9%	-2.0	3%	-6	25%	-5%
CCC(=O)OCC(=O)Nc1ccc2c(c1)OCO2	-15%	16%	3%	-0.4	-6%	-22	16%	2%
O=C(Nc1cccc2[nH]ncc12)c1ccc(F)cc1	1%	0%	-9%	1.2	18%	9	18%	4%
O=C(c1cccc(S(=O)(=O)N2CCN(c3ccccc3)CC2)c1)N1CCN(c2ccccc2O)CC1	4%	-2%	-1%	0.8	4%	-30	42%	9%
O=C(CN1CCc2cc3c(cc2C1)OCCCO3)Nc1cccc([N+](=O)[O-])c1	?	-23%	4%[57.1 µM]	-2.2	3%	-2	45%	6%
COc1cc(NC(=O)CCc2nnc3ccc(N4CCCCC4)nn23)cc(OC)c1OC	-18%	6%	-3%	-2.5	6%	1	-3%	-3%
O=C(NCc1cccs1)c1ccc([N+](=O)[O-])cc1	-7%	1%	-23%	-0.8	9%	2	22%	6%
Cc1ccc(C(=O)N/C(=C\c2ccc(-c3ccc(Cl)cc3)o2)C(=O)NCCCN(C)C)cc1	-3%	-18%	0%	-0.9	-1%	-3	14%	-1%
Cc1ccc(NC(=O)C2CC(=O)N(CCc3ccccc3)C2)cc1Cl (stereo unspecified)	-4%	-5%	-4%	1.9	1%	8	19%	1%
CCOC(=O)/C(N=Nc1c(C)n(C)n(-c2ccccc2)c1=O)=C(/O)c1ccccc1	-18%	-29%	-32%	1.0	-15%	5	4%	4%
C=CCn1c(P(=O)(O)c2ccccc2)nc2ccccc21	-10%	1%	-1%	2.7	3%	-3	8%	4%
COc1ccc(-c2sc(Nc3ccc(F)c(F)c3F)nc2CCC(=O)NN)cc1	-1%	-27%	-21%	-0.3	-10%	14	31%	3%
N#Cc1cnc(SCC(=O)N2CCCC2)nc1N	-13%	4%	0%	-2.1	6%	0	-2%	0%
O=C(CCCOc1ccc(Cl)cc1)NC1CCCCC1	0%	-7%	6%	0.2	1%	3	-24%	-5%
O=C1CSC(c2cccc([N+](=O)[O-])c2)N1c1ccccc1 (stereo unspecified)	-5%	-9%	-5%	3.3	-18%	1	-5%	3%
COc1ccccc1OCC(=O)N1CCCC(Nc2ccc(C)c(C)c2)C1 (stereo unspecified)	-14%	-1%	-13%	-3.6	-13%	10	·	-5%
CC(NC(=O)Cc1cccs1)c1ccncc1 (stereo unspecified)	-6%	3%	-7%	3.0	12%	·	16%	1%
Cc1ccc(NS(=O)(=O)c2cccc(C(=O)n3ncc(C#N)c3N)c2)c(C)c1	?	8%	7%	-0.1	4%	-11	35%	4%
COc1ccccc1C(=O)COC(=O)c1cc([N+](=O)[O-])ccc1N1CCOCC1	2%	1%	0%	-1.1	3%	-1	-2%	-1%
CCC(CC)NC(=O)CO/N=C/c1ccccc1OC(F)F	-12%	-11%	-5%	-2.4	-14%	-6	3%	-5%
Cc1nc2ccc(NC(=O)CCC3CCCC3)cc2s1	4%	-23%	-8%	-1.2	-13%	-1	13%	3%

New compounds follow
SMILES	PLK1 PBD inh	EPAC1 antagonist	WRN helicase inh	IL2 activator	Abeta yeast res	PI5P4K alpha inh	FUS suppressor	EPAC1 ag
O=C(Nc1ccc(Br)cc1)C1C2C=CC3(O2)C1C(=O)N(CCN1CCOCC1)C3C(=O)NC1CCCCC1 (stereo unspecified)	-7%	11%	-1%	0.5	13%	1	5%	8%
COc1ccc(-c2ccc(NCCN3CCOCC3)nn2)cc1OC	-5%	-6%	-14%	-0.5	-2%	-3	-12%	24%
COCCN(C(=O)COC(=O)c1ccc2ccccc2c1)c1c(N)n(Cc2ccccc2)c(=O)[nH]c1=O	1%	5%	6%	-1.4	0%	2	-18%	-19%
Cc1cc(N2CCN(C(=O)c3ccco3)CC2)n2nc(-c3cccc(Cl)c3)cc2n1	-25%	0%	-14%	0.6	-18%	·	?	5%
C#CCSc1nnnn1-c1ccc(Br)c(C)c1	-10%	9%	9%	-0.8	-8%	-1	26%	4%
CCc1ccc(NC(=O)COC(=O)CCc2nc3cc(S(=O)(=O)N(CC)CC)ccc3n2C)cc1	-12%	-9%	-7%	-0.7	0%	-5	·	8%
Clc1ccc(OCCCCN2CCCCC2)cc1	-10%	-4%	1%	0.4	-7%	-1	2%	1%
COc1ccc(C(=O)CSc2nnc(-c3cc4ccccc4cc3O)n2Cc2ccco2)cc1	-11%	-11%	3%	-3.4	9%	·	42%	4%
CCN(CC)CCNC(=S)Nc1ccc2nc(N3CCN(CC)CC3)cc(C)c2c1	?	14%	-11%	-2.2	-18%	-1	7%	-6%
COc1ccc2cc(C)c3nnc(SCC(=O)Nc4cc(OC)c(OC)cc4C(=O)O)n3c2c1	?	-12%	-8%	-0.1	4%	0	48%	-3%

Sorted by the number under WRN helicase inh (high to low): 3 of the compounds above
Compound,WRN helicase inh
C#CCSc1nnnn1-c1ccc(Br)c(C)c1,9%
Clc1ccc(OCCCCN2CCCCC2)cc1,1%
COc1ccc2cc(C)c3nnc(SCC(=O)Nc4cc(OC)c(OC)cc4C(=O)O)n3c2c1,-8%
